# Bioassay records deposited in PubChem BioAssay by Sanford-Burnham Center for Chemical Genomics.
# SENP8 block-1 = SENP8 (human) protease inhibition | AID 602440 | inhibition, % at 20 µM | 360,000 tested, 0.64% active | recombinant SENP8, Nedd8 substrate fluorescence; in the data active = inhibition mostly above about 40%, no sharp cut-off; inactive = mostly below about 27%
# SENP8 block-2 = SENP8 protease inhibition; 330,000 tested, 1.2% active; AID 2540; Q96LD8; inhibition, % at 10 µM; purified SENP8, Z-RLRGG-aminoluciferin cleavage, luminescence; in the data active = inhibition above about 50%
# SENP7 inh = blocks the human protease SENP7; recombinant SENP7, Z-RLRGG-aminoluciferin luminescence, 40 min; Q9BQF6; 330,000 tested, 1.5% active; inhibition, % at 5 µM;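 active = inhibition above about 50% at the single test dose, limit read from the data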;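 also: plate controls were DMSO with enzyme for no effect and no enzyme buffer wells for full effect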
# SENP6 inh = inhibitors of human SENP6 protease; 330,000 tested, 1.8% active; Recombinant SENP6 catalytic domain, aminoluciferin luminescence; inhibition, % at 10 µM; Q9GZR1; AID 2599;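 active = inhibition above about 50% at the single tested dose, limit read from the data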;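 also: plate controls were DMSO wells with enzyme for no effect and DMSO wells lacking enzyme for full effect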
# HKDC1 inhibitor = inhibitors of human hexokinase HKDC1; AID 493160; 340,000 tested, 0.16% active; Q2TB90; recombinant HKDC1, G6PDH/diaphorase resazurin coupled fluorescence; inhibition, % at 20 µM;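 active = inhibition above about 35% when tested at 20 µM, limit read from the data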;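 also: plate controls were DMSO wells with enzyme for no effect and DMSO wells lacking enzyme for full effect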
# Target sequence (Q2TB90 whole entry, looked up): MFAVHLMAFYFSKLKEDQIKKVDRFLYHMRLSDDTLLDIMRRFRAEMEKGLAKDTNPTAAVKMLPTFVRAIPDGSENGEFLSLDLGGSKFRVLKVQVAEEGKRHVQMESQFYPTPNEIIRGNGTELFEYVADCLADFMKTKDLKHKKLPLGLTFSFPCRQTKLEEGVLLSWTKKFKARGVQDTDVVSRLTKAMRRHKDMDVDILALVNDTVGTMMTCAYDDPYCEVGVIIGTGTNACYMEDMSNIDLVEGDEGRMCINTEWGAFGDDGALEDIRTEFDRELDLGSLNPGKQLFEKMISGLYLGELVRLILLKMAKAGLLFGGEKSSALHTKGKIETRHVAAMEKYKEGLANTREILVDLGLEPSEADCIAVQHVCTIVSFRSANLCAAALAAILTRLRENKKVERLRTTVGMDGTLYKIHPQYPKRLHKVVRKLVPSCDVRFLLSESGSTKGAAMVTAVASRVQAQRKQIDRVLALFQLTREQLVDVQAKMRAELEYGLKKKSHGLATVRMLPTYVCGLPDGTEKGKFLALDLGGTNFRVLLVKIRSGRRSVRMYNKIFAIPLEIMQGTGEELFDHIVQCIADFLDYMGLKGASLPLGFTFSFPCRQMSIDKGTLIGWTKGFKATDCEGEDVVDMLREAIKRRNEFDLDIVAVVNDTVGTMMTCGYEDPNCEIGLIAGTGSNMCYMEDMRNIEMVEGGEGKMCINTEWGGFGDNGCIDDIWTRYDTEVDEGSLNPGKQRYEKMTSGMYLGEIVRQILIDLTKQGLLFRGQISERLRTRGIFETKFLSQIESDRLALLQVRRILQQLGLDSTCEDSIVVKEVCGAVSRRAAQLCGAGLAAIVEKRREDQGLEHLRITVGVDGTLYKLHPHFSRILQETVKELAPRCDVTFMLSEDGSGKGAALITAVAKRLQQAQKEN
#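 Test system: Recombinant HKDC1 (HK5) hexokinase enzyme, produced in-house | Input: HKDC1 at 5 µg/mL | Buffer or medium: Tris pH 8.0 buffer with MgCl2, Tween-20, BSA, BME | Schedule: 90 min reaction incubation at room temperature, dark | Technique: Resazurin-to-resorufin fluorescence via G6PDH and diaphorase coupling, 525/613 nm | Controls: DMSO wells with and without enzyme mix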
# Apaf1 inhib = blocks human Apaf-1 apoptosome activity; inhibition, % at 20 µM; reconstituted apoptosome caspase-3 activity, DEVD-Rh110 fluorescence; 330,000 tested, 0.71% active; O14727; active = inhibition of at least 40% at 20 µM;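 also: plate controls were DMSO wells for no effect and DEVD-CHO caspase inhibitor wells for full effect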
#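 Material: reconstituted apoptosome with Apaf-1, cytochrome c, caspase-9, procaspase-3, dATP. Technique: Rh110 fluorescence intensity. Buffer or medium: pH 7.5 Hepes buffer with CHAPS, BSA, DTT. Times: 30 min plus 50 min, RT.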
# SENP1 inh = blocks the human SENP1 SUMO protease catalytic domain | AID 624204 | recombinant SENP1 catalytic domain, CyPet-SUMO1-YPet FRET cleavage | inhibition, % at 10 µM | 360,000 tested, 0.21% active;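 active = inhibition at least 30% at 10 µM, raw YFP signal under a set limit, fluorescence ratio 0.5 to 1.5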;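 also: 0% = enzyme with DMSO and 100% = no enzyme wells; some results filed as inactive read as strong as hits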
#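 system = hSENP1 catalytic domain, recombinant | reagent = SFCypet-SUMO1-SFYpet substrate at 25 nM | doses = one dose per compound, 10 µM, 0.5% DMSO | incubation = enzyme reaction for 50 min at room temperature, dark | measured by = FRET, CFP and YFP emission | controls = no-enzyme low, enzyme-DMSO high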
# PfGluPho inh = PfG6PD (Plasmodium falciparum) enzyme inhibition. AID 504690. PfGluPho enzyme, NADPH resazurin-diaphorase fluorescence. inhibition, % at 20 µM. 350,000 tested, 0.78% active;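 active = inhibition reaching at least a set limit at 20 µM in the primary screen, cut at about 59% in these data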;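 also: 0% = DMSO wells with substrate and 100% = DMSO wells lacking glucose-6-phosphate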
# Active calls of the source: *; nt = no result given; & = joins results of further samples.
SMILES,SENP8 block-1,SENP8 block-2,SENP7 inh,SENP6 inh,HKDC1 inhibitor,Apaf1 inhib,SENP1 inh,PfGluPho inh
CCC1(C)Cc2c(sc3nnn(CC(=O)Nc4ccccc4C)c(=O)c23)CO1 (configuration not stated),5,11,-1,6,-11,-14,0,4
COCCNC(=O)c1cc2sc3ccccc3c2s1,-14,-8,1,-59,1,18,0,16
COc1ccc(/C=N/Nc2nc3ccccc3c(=O)[nH]2)cc1,-24,-9,8,13,-3,9,-40,4
CCC(C)n1c(OC)nc2c1c(=O)n(C)c(=O)n2C (configuration not stated),11,2,6,-18,-11,-1,0,2
O=C(Nc1ccccc1C(=O)N1CCNCC1)c1ccco1,nt,3,-2,-28,nt,4,nt,nt
COc1cccc(CC(=O)Nc2ccc(N3CCOCC3)c(S(=O)(=O)Nc3ccccc3OC)c2)c1,10,nt,nt,nt,4,nt,0,12
C=CCC(C=C)S(=O)(=O)c1ccc(C)cc1 (configuration not stated),22,0,-3,-4,-1,-1,2,-13
COC(=O)c1ccccc1NC(=O)C1CCCN(S(=O)(=O)c2ccc(OC)cc2)C1 (configuration not stated),-12,-11,12,-10,-2,9,1,-5
CN(C)CCNC(=S)Nc1ccccc1Cl,6,-7,0,-17,-6,3,2,4
NS(=O)(=O)c1ccc(CCNC(=O)c2ccc(CS(=O)(=O)c3ccc(Br)cc3)o2)cc1,6,3,1,11,-5,1,0,10
COc1cccc(OC)c1C(=O)Nc1cccc(C(=O)Nc2cccc(C(=O)O)c2)c1,17,-4,2,11,-3,3,-2,5
CCOc1ccc(CCNC(=O)Cn2nc(C)c3c(C)n(-c4ccccc4)nc3c2=O)cc1OCC,11,3,-1,-4,-5,10,0,1
Cc1ccc(NC(=O)C2CC(=O)n3c(nc4ccccc43)N2)cc1Cl (configuration not stated),12,1,-2,-33,2,-19,2,0
COc1ccc(C(=O)N2CCN(c3cccc(Cl)c3)CC2)c(OC)c1,6,-4,0,-13,-6,-2,-1,-1
Cc1ccc(-c2csc3ncnc(N4CCN(c5ccccc5O)CC4)c23)cc1,12,8,-1,11,9,14,-6,24
COCCn1c(=NC(=O)C(C)(C)C)sc2cc([N+](=O)[O-])ccc21,11,-7,5,5,-9,8,0,12
Cc1ccc(C2(C(F)(F)F)N=C3Sc4cc(C)cc(C)c4N3C(=O)N2)cc1 (configuration not stated),-8,1,0,-6,6,9,-1,7
CC(=O)N1CCN(C(=O)COC(=O)c2ccc(S(C)(=O)=O)cc2)CC1,8,-4,0,11,-5,-5,3,-3
COc1cc2nc3occc3c(OC)c2cc1OC,-56,-7,8,-2,-6,-6,2,1
CCOC(=O)c1cc(CC)sc1NC(=O)COC(=O)c1cc[n+]([O-])cc1,1,0,0,-8,14,-2,-5,3

# The last 2 compounds of the section above open the next one.
SMILES,SENP8 block-1,SENP8 block-2,SENP7 inh,SENP6 inh,HKDC1 inhibitor,Apaf1 inhib,SENP1 inh,PfGluPho inh
COc1cc2nc3occc3c(OC)c2cc1OC,-56,-7,8,-2,-6,-6,2,1
CCOC(=O)c1cc(CC)sc1NC(=O)COC(=O)c1cc[n+]([O-])cc1,1,0,0,-8,14,-2,-5,3
O=C(COc1ccc(OCc2ccccc2)cc1)NC1CCOC1=O (configuration not stated),17,-10,-15,-8,0,-4,4,-13
O=C(CN(c1ccc(Cl)cc1)S(=O)(=O)c1ccc(Cl)c([N+](=O)[O-])c1)NCCc1ccc(F)cc1,3,0,4,-18,12,5,3,-14
COc1ccc(OCCOC(=O)c2cccs2)cc1,12,-4,21,-44,-1,8,3,-7
O=C(CCl)Nc1cccc(S(=O)(=O)NC2=NCCC2)c1,46*,-3,-2,-6,1,-9,0,-5
Cc1ccc(NC(=O)CSc2nnc(NC(=O)CN3CCOCC3)s2)cc1,13,-13,-5,-13,2,1,1,-14
Cc1nc2ccccc2c(=O)n1/N=C/c1ccccn1,-9,6,-2,-16,-4,-13,0,-8
CN(Cc1nccs1)C(=O)c1ccc(OC2CCN(Cc3ccccn3)CC2)cc1,2,-7,14,-1,-6,6,-6,-9
Cc1cc(C)c(C)c(S(=O)(=O)NCc2ccc(C(=O)N3CCOCC3)cc2)c1C,3,-2,6,-9,-2,7,1,-5
CN1CCN(C(=O)CSc2cc(=O)n(C)c3ccccc23)CC1,-12,-9,4,-6,-10,0,1,5
CS(=O)(=O)c1ccc(-c2cccc(NC(=O)COc3ccc(Cl)cc3)c2)nn1,4,-6,-7,-13,1,7,3,3
O=C(O)c1ccccc1C(=O)N1CC=C(c2ccccc2)CC1,-107,5,8,-5,6,-1,1,-18
CCNC(=O)NC1(C(=O)Nc2ccc3c(c2)CCC3)CCCCC1,8,7,9,16,2,0,1,-7
Cc1ccc(-n2cc(CNCCCn3ccnc3C)c(-c3ccc(F)cc3)n2)cc1,16,-8,-2,-10,-7,9,2,8
COc1cc(OC)cc(C(=O)NC(C(=O)O)C23CC4CC(CC(C4)C2)C3)c1 (configuration not stated),3,-9,-7,-8,5,11,2,-27
CCN(CC)C(=O)Cn1c(=O)n(CCCC(=O)NCc2ccc3c(c2)OCO3)c(=O)c2sccc21,2,-1,-5,4,-3,2,0,-8
O=C(c1ccc(S(=O)(=O)Nc2ccccc2)cc1)N1CCCC1,13,1,-5,-7,-1,3,-4,-1
CCCCN(CC)CCNC(=O)c1cn(CCOC)c(=O)c2c1c1ccccc1n2C,-271,-4,-10,-23,0,-2,-1,9
CC(C)(C)C(=O)NC(=S)NNC(=O)c1sc2ccccc2c1Cl,-87,-16,-8,11,-30,5,4,-28
Cc1c(Cl)cccc1NC(=S)NC1CCCC1,14,-8,3,-6,-3,5,3,10
COc1ccc(C(=O)Nn2c(SCc3ccc([N+](=O)[O-])cc3)nc3ccccc3c2=O)cc1,19,1,3,-5,6,18,3,-24
CCOC(=O)C(C)Oc1ncnc2cccc(F)c12 (configuration not stated),12,4,2,-1,-10,-1,-1,-1
CCN1CCN(c2nc(N)c([N+](=O)[O-])c(Nc3cccc(C)c3)n2)CC1,19,-8,-7,-9,-2,17,3,6
CCCSc1nnc(NC(=O)Nc2ccc(C)cc2)s1,0,1,1,-17,-2,-5,0,-5
Cc1ccc(C(=O)NCCC(=O)N2CCOCC2)cc1,1,-12,-7,-1,-11,1,2,20
Cc1ccc(Sc2ncccc2/C=N/O)cc1,-4,-16,3,-4,-3,5,1,5
CC(=O)N1CCN(c2ccccc2NC(=O)c2ccc(-c3cccc([N+](=O)[O-])c3)o2)CC1,21,-3,-3,-2,4,24,1,1
COC(=O)c1ccc(CNC(=O)CNc2cc(C(F)(F)F)ccc2N2CCOCC2)cc1,-102,-6,-6,-16,-6,4,-7,3
O=C(NCCCO)c1nc2ccccc2s1,16,4,9,-10,-4,7,3,-11
O=C(c1cc(=O)[nH]c2ccccc12)N(Cc1nnc(-c2ccccc2Cl)o1)C1CC1,-154,-3,-2,-1,3,9,-1,7
CC1CC(C)CN(C(=O)c2cccc(S(=O)(=O)NCc3ccccc3)c2)C1 (configuration not stated),-3,4,-8,2,-7,0,-1,-4
OC1CCCN(CC(O)c2ccccc2)C1 (configuration not stated),3,2,-7,-16,-2,-8,0,-14
COC(=O)C(Cc1ccccc1)NC(=O)CCC(=O)NC(C)CCc1ccccc1 (configuration not stated),15,-13,6,-6,3,0,2,-9
NC(=O)/C(=C\c1ccncc1)c1cccc2ccccc12,6,-4,4,-5,-7,-2,0,7
CCN(CC)C(=O)CC(c1cc(OC)c(OC)c(OC)c1)c1c(O)cc(OC)cc1OC (configuration not stated),-16,0,6,-11,-1,5,0,6
Cc1occc1-c1n[nH]c(=S)n1C,11,1,-2,-7,-11,-6,3,3
O=C(C1CCCN(C2CC(=O)N(c3ccc(Cl)cc3)C2=O)C1)N1CCCC1 (configuration not stated),13,3,3,9,-5,0,6,11
CCCCCC(=O)N1CCN(CCN=CC2=C(O)CC(c3cccs3)CC2=O)CC1 (configuration not stated),12&19,3,-1,-12,-4&-14,-4,-3&-2,11&8
CCOc1ccc(NS(=O)(=O)c2ccc(NC(=O)[C@@H]3CCCC[C@@H]3C(=O)O)cc2)cc1,14,-1,8,-16,-8,0,1,13
O=C(COC(=O)c1ccc(Cl)nc1)Nc1ccc2c(c1)CCC2,6,-9,-9,-13,2,15,-5,-5
COC(=O)/C=c1/sc2n(c1=O)CCN=2,-9,-2,4,1,-2,2,1,6

# Filtered by structure, the compounds so far containing four or more nitrogen atoms
SMILES,SENP8 block-1,SENP8 block-2,SENP7 inh,SENP6 inh,HKDC1 inhibitor,Apaf1 inhib,SENP1 inh,PfGluPho inh
CCC1(C)Cc2c(sc3nnn(CC(=O)Nc4ccccc4C)c(=O)c23)CO1 (configuration not stated),5,11,-1,6,-11,-14,0,4
COc1ccc(/C=N/Nc2nc3ccccc3c(=O)[nH]2)cc1,-24,-9,8,13,-3,9,-40,4
CCC(C)n1c(OC)nc2c1c(=O)n(C)c(=O)n2C (configuration not stated),11,2,6,-18,-11,-1,0,2
CCOc1ccc(CCNC(=O)Cn2nc(C)c3c(C)n(-c4ccccc4)nc3c2=O)cc1OCC,11,3,-1,-4,-5,10,0,1
Cc1ccc(NC(=O)C2CC(=O)n3c(nc4ccccc43)N2)cc1Cl (configuration not stated),12,1,-2,-33,2,-19,2,0
Cc1ccc(-c2csc3ncnc(N4CCN(c5ccccc5O)CC4)c23)cc1,12,8,-1,11,9,14,-6,24
Cc1ccc(NC(=O)CSc2nnc(NC(=O)CN3CCOCC3)s2)cc1,13,-13,-5,-13,2,1,1,-14
Cc1nc2ccccc2c(=O)n1/N=C/c1ccccn1,-9,6,-2,-16,-4,-13,0,-8
CN(Cc1nccs1)C(=O)c1ccc(OC2CCN(Cc3ccccn3)CC2)cc1,2,-7,14,-1,-6,6,-6,-9
Cc1ccc(-n2cc(CNCCCn3ccnc3C)c(-c3ccc(F)cc3)n2)cc1,16,-8,-2,-10,-7,9,2,8
CCN(CC)C(=O)Cn1c(=O)n(CCCC(=O)NCc2ccc3c(c2)OCO3)c(=O)c2sccc21,2,-1,-5,4,-3,2,0,-8
CCCCN(CC)CCNC(=O)c1cn(CCOC)c(=O)c2c1c1ccccc1n2C,-271,-4,-10,-23,0,-2,-1,9
COc1ccc(C(=O)Nn2c(SCc3ccc([N+](=O)[O-])cc3)nc3ccccc3c2=O)cc1,19,1,3,-5,6,18,3,-24
CCN1CCN(c2nc(N)c([N+](=O)[O-])c(Nc3cccc(C)c3)n2)CC1,19,-8,-7,-9,-2,17,3,6
CCCSc1nnc(NC(=O)Nc2ccc(C)cc2)s1,0,1,1,-17,-2,-5,0,-5
CC(=O)N1CCN(c2ccccc2NC(=O)c2ccc(-c3cccc([N+](=O)[O-])c3)o2)CC1,21,-3,-3,-2,4,24,1,1
O=C(c1cc(=O)[nH]c2ccccc12)N(Cc1nnc(-c2ccccc2Cl)o1)C1CC1,-154,-3,-2,-1,3,9,-1,7
